# GPR151 ag: activates the human receptor GPR151; Q8TDV0; PathHunter beta-arrestin GPR151 cells, luminescence; activation, % at 11.2 µM; hit rate 1% among 650,000; in the data active means activation above about 4.9%;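 further: 0% = median of compound wells and 100% = cells with positive control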
# TEAD-YAP block: TEAD-YAP interaction inhibition. AID 1259422. inhibition, % at 9.12 µM. HEK-TIYL cells, TEAD-Gal4/YAP UAS-luciferase luminescence. hit rate 1.4% among 640,000; in the data active means inhibition above about 32%;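 further: 0% = median of test compound wells and 100% = reference inhibitor wells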
# FBW7 act: human FBW7 E3 ligase activation, primary screen | AlphaScreen FBW7–phospho-cyclin E peptide binding, activator screen | hit rate 0.13% among 650,000 | normalized activity (activation), % at 26.1 µM | Q969H0; in the data active means normalized activity above about 1.9%;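 further: purified mutant Fbw7 with reduced substrate affinity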
# Target sequence (Q969H0 whole entry, looked up): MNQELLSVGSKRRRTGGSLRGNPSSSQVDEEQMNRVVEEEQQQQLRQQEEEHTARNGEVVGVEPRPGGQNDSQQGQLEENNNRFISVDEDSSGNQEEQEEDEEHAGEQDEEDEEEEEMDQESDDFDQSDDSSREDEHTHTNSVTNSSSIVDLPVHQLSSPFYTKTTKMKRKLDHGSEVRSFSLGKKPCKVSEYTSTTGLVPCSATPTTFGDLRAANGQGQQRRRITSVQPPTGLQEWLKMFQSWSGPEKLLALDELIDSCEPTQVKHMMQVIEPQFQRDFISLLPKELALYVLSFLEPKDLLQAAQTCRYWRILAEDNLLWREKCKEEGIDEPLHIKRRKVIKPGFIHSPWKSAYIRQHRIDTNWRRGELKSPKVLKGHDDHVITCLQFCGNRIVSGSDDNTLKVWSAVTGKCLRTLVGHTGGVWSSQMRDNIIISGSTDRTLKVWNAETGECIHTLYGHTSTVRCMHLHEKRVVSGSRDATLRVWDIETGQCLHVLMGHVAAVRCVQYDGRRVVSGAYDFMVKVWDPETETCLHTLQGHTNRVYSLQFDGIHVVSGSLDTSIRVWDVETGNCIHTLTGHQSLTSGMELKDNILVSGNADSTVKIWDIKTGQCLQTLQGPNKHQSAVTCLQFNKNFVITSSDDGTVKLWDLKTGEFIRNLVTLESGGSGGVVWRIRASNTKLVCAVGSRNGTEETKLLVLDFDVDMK
# MITF inh: blocks human microphthalmia-associated transcription factor; inhibition, % at 2.6 µM; hit rate 0.91% among 650,000; AlphaScreen MITF homodimerization, bead proximity signal; AID 1259374; in the data active means inhibition above about 50%;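 further: 0% = vehicle wells with protein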
# Active calls of the source: *; x = no result given.
1	C=C(C)CN1C(=O)NC(CC)(C2CCN(C(=O)c3ccc(SC)cc3)CC2)C1=O (stereo not drawn)
2	COC(=O)c1ccc(Nc2nc(-c3ccc(OC)cc3)c(C)s2)cc1
3	Cc1nn(-c2ccccc2)c(Cl)c1/C=C/C(=O)O
4	C=CCN(C(=O)c1csnn1)C(C(=O)NC1CCCC1)c1c(F)cccc1Cl (stereo not drawn)
5	COc1ccc2oc(C(F)(F)F)cc(=O)c2c1[N+](=O)[O-]
6	COC(=O)C1=C(C)N=c2s/c(=C\c3cc(Br)ccc3OC(C)=O)c(=O)n2C1c1ccc(OC)cc1 (stereo not drawn)
Screen / compound no.	1	2	3	4	5	6
GPR151 ag	0.8	-1.1	-1.0	3.3	1.0	-1.0
TEAD-YAP block	-1	-25	5	8	-5	3
FBW7 act	-0.1	0.2	0.5	0.0	0.7	0.0
MITF inh	-5	1	3	-12	20	-11

7	CC(NC(=O)Nc1ccc(F)cc1F)c1ccncc1 (stereo not drawn)
8	Cc1nn(-c2cccc([N+](=O)[O-])c2)c(C)c1C=C1C(=O)NC(=S)NC1=O
9	O=C1CSC(c2ccccc2[N+](=O)[O-])N1c1ccc(Cl)c(Cl)c1 (stereo not drawn)
10	O=Cc1c(-c2cccs2)nc2c3ccccc3ccn12
11	COc1ccc(CCNC(=O)COc2ccc(Br)cc2C)cc1OC
12	CC(C)C(=O)Nc1ccc(NC(=O)CSc2ccc(Cl)cc2)cc1
Screen / compound no.	7	8	9	10	11	12
GPR151 ag	-0.3	0.2	0.7	3.3	0.4	-1.1
TEAD-YAP block	-1	7	-14	-5	3	-11
FBW7 act	0.1	0.6	-0.1	0.8	-0.1	1.3
MITF inh	6	10	-1	6	5	9

13	CC(=O)NC(=S)N(/N=C/c1ccccc1)C(C)=O
14	CCc1ccc(N(CC(=O)Nc2ccccc2C(F)(F)F)S(C)(=O)=O)cc1
15	Cc1cc([N+](=O)[O-])nn1CC(=O)Nc1cc(Cl)cc(Cl)c1
16	CC/C(C)=N/Nc1nc2sc3c(c2c(=O)[nH]1)CC(C)(C)OC3
17	CCCC(C(=O)O)N1C(=O)/C(=C\c2cccs2)SC1=S (stereo not drawn)
18	O=C1C2CC(Br)C(Br)CC2C(=O)N1c1ccccc1O (stereo not drawn)
Screen / compound no.	13	14	15	16	17	18
GPR151 ag	0.8	-1.4	0.3	-0.5	0.5	1.2
TEAD-YAP block	-7	13	4	-1	0	-4
FBW7 act	0.1	0.2	-0.1	-0.1	-0.1	-0.1
MITF inh	7	19	-6	39	10	-24

19	O=C(CN1C(=O)[C@H]2CCCN2C(=O)c2ccccc21)NC1CCCCCC1
20	CC1CCCN(S(=O)(=O)c2ccc(F)c(C(=O)NCCc3cccc(Cl)c3)c2)C1 (stereo not drawn)
21	O=C(NCc1ccccc1)c1cccc(Nc2ccc3ncccc3c2)n1
22	O=C(CCCCCCCCC(=O)N1CCCC1=O)N1CCCC1=O
23	COc1ccc(-c2csc(NC(=O)c3[nH]c(C)c(C(C)=O)c3C)n2)cc1
24	CC1(C)CC(=O)C2=C(C1)OC(c1ccccc1Cl)C(C#N)=C2N (stereo not drawn)
Screen / compound no.	19	20	21	22	23	24
GPR151 ag	0.9	-1.9	0.8	-1.4	-1.8	0.1
TEAD-YAP block	1	3	19	7	4	17
FBW7 act	-0.1	0.1	0.1	0.3	0.0	0.4
MITF inh	-5	5	-1	8	-6	13

25	Cc1cc(=O)oc2c3c(ccc12)OCN(Cc1ccccc1)C3
26	O=C(OCC(=O)c1cc(F)ccc1F)c1ccccc1O
27	COc1cc(=O)n2c(c1C(=O)NCCC(C)C)CCN(C)CC2
28	COC(=O)[C@@H]1CC[C@H](C)[C@@H](c2ccc(C)cc2)N1C(=O)c1ccc(/C=N/OC[C@@H](O)[C@H]2O[C@@H]3OC(C)(C)O[C@@H]3[C@H]2O)cc1
29	CCOc1ccc2nc(SCC(=O)N3c4ccc(C)cc4-c4c(ssc4=S)C3(C)C)sc2c1
30	COc1cccc(C(=O)Cn2cnc(-c3ccccc3)cc2=O)c1
Screen / compound no.	25	26	27	28	29	30
GPR151 ag	0.7	0.0	1.9	6.7*	-0.3	0.2
TEAD-YAP block	-10	-25	-4	x	-11	-5
FBW7 act	0.0	0.0	-0.1	-0.1	-0.3	0.0
MITF inh	-3	0	-7	-3	16	-3

31	CCOc1ccc2[nH]c(=O)c(CN(Cc3cccnc3)S(=O)(=O)c3ccccc3)cc2c1
32	Cc1cc(C(F)F)n2ncc(C(=O)N3CCC(c4ncncc4-c4ccncc4)CC3)c2n1
33	Cc1ccc(-c2csc3c(=O)n(C)c(SCC(=O)Nc4ccc(F)cc4)nc23)cc1
34	CC1=C(c2ccc(C)cc2)S(=O)(=O)NC1=NCCc1ccccc1
35	NC(=O)c1c(NC(=O)c2ccc(Cl)s2)sc2c1CCCCC2
36	C=CCc1cc(/C=C2/NC(=O)NC2=O)cc(OC)c1OCc1ccc(C)cc1
Screen / compound no.	31	32	33	34	35	36
GPR151 ag	0.4	-0.1	-0.4	0.2	-2.0	1.2
TEAD-YAP block	41*	-1	-2	-8	25	-4
FBW7 act	0.1	-0.1	0.3	0.4	-0.1	-0.2
MITF inh	3	-4	14	14	-8	-3

# Compounds above that have a CF3 group, in the order listed:
5	COc1ccc2oc(C(F)(F)F)cc(=O)c2c1[N+](=O)[O-]
14	CCc1ccc(N(CC(=O)Nc2ccccc2C(F)(F)F)S(C)(=O)=O)cc1
Screen / compound no.	5	14
GPR151 ag	1.0	-1.4
TEAD-YAP block	-5	13
FBW7 act	0.7	0.2
MITF inh	20	19

# The list goes on:
37	COC1=NC2Nc3ccccc3N(C)C2C1c1ccc([N+](=O)[O-])cc1 (stereo not drawn)
38	O=C1CCN(C(=O)c2ccc(-c3cccc(C(F)(F)F)c3)o2)CC1
39	CN(CC(=O)N1c2ccccc2Sc2ccc(Cl)cc21)Cc1ccccc1
40	CCOC(=O)c1c(NC(=O)C(C)Sc2nnc(CNC(=O)c3ccc(Cl)cc3Cl)n2C)sc2c1CCCC2 (stereo not drawn)
41	COc1cccc(-c2noc(C3CCCN(S(=O)(=O)c4ccccc4)C3)n2)c1 (stereo not drawn)
42	O=C(C1CCC(CNS(=O)(=O)c2cccc3cccnc23)CC1)N1CCCCCC1 (stereo not drawn)
Screen / compound no.	37	38	39	40	41	42
GPR151 ag	-0.6	-0.5	3.7	0.4	-1.0	-0.5
TEAD-YAP block	7	-17	0	5	1	8
FBW7 act	0.6	0.0	0.8	0.0	0.0	0.0
MITF inh	15	-6	-3	-1	6	-4

43	O=C(COc1ccccc1)Nc1ccc(S(=O)(=O)Nc2cccc3ccccc23)cc1
44	COc1ccc(OC)c(NC(=O)COc2ccc(C(C)C)cc2)c1
45	O=C1c2ccccc2NC(c2ccc(N3CCCC3)c([N+](=O)[O-])c2)N1Cc1ccco1 (stereo not drawn)
46	CCCCNC(=O)c1cnn2c(C)c(Cc3ccc(F)cc3)c(C)nc12
47	Cc1cc(Cl)ccc1NC(=O)/C(=C\c1ccc2c(c1)OCO2)NC(=O)c1ccccc1Cl
48	S=C(NCCCn1ccnc1)Nc1ccc(Cl)cc1Cl
Screen / compound no.	43	44	45	46	47	48
GPR151 ag	0.2	0.1	0.6	8.3*	0.3	-0.9
TEAD-YAP block	5	-1	-15	-3	3	4
FBW7 act	-0.2	0.1	-0.5	0.1	0.0	-0.3
MITF inh	-1	-9	22	-4	17	-5

49	CCOP(=O)(OCC)/C(=C(\NC(=O)c1ccccc1)C(=O)Nc1cccc(C(F)(F)F)c1)c1ccccc1
50	COC(=O)C1CN(C(=O)/C=C/c2ccccc2)c2ccccc2O1 (stereo not drawn)
51	COc1cc2c(cc1OC)C(COc1ccccc1OC)N(C(=O)Nc1cccc(C)c1)CC2 (stereo not drawn)
52	O=C(Nc1c(C(=O)N2CCCCC2)cnn1-c1ccccc1)c1cccs1
53	Cc1nn(S(=O)(=O)c2cccs2)c(C)c1Sc1ccc([N+](=O)[O-])cc1
54	COC(=O)c1ccc(NC(=O)c2cc(OC)c(OC)cc2[N+](=O)[O-])cc1
Screen / compound no.	49	50	51	52	53	54
GPR151 ag	0.4	-0.1	-1.0	1.4	0.3	0.7
TEAD-YAP block	9	0	-3	-4	13	4
FBW7 act	-0.1	0.1	-0.4	0.1	0.2	-0.1
MITF inh	4	8	3	-15	17	-6

55	O=C(Nc1ccc2oc(-c3ccncc3)nc2c1)c1ccc(-c2ccc(F)cc2)o1
56	C=CCN1C(=O)C(Cc2ccccc2)NC1=S (stereo not drawn)
57	CC(=O)c1cc(C(=O)N2CCCC(CCC(=O)NCc3ccc(F)c(F)c3)C2)cs1 (stereo not drawn)
58	CCCn1cc(CN2CCC(N3CCC(C(=O)N4CCOCC4)CC3)CC2)c(C)n1
59	O=C(NCC1CCC2(CCN(C(=O)c3ccc(F)cc3)CC2)O1)c1ccsc1 (stereo not drawn)
60	CCOC(=O)C1=CN(C(C)C)C=C(C(=O)OCC)C1c1ccc(Br)cc1
Screen / compound no.	55	56	57	58	59	60
GPR151 ag	-0.5	1.4	-0.8	1.0	-0.4	-1.2
TEAD-YAP block	-5	-1	-2	3	-1	0
FBW7 act	-0.1	-0.2	-0.1	0.1	0.0	0.0
MITF inh	11	7	8	4	7	-27

# Part of the list above in order of length of the SMILES, high to low:
49	CCOP(=O)(OCC)/C(=C(\NC(=O)c1ccccc1)C(=O)Nc1cccc(C(F)(F)F)c1)c1ccccc1
47	Cc1cc(Cl)ccc1NC(=O)/C(=C\c1ccc2c(c1)OCO2)NC(=O)c1ccccc1Cl
51	COc1cc2c(cc1OC)C(COc1ccccc1OC)N(C(=O)Nc1cccc(C)c1)CC2 (stereo not drawn)
53	Cc1nn(S(=O)(=O)c2cccs2)c(C)c1Sc1ccc([N+](=O)[O-])cc1
55	O=C(Nc1ccc2oc(-c3ccncc3)nc2c1)c1ccc(-c2ccc(F)cc2)o1
58	CCCn1cc(CN2CCC(N3CCC(C(=O)N4CCOCC4)CC3)CC2)c(C)n1
59	O=C(NCC1CCC2(CCN(C(=O)c3ccc(F)cc3)CC2)O1)c1ccsc1 (stereo not drawn)
60	CCOC(=O)C1=CN(C(C)C)C=C(C(=O)OCC)C1c1ccc(Br)cc1
Screen / compound no.	49	47	51	53	55	58	59	60
GPR151 ag	0.4	0.3	-1.0	0.3	-0.5	1.0	-0.4	-1.2
TEAD-YAP block	9	3	-3	13	-5	3	-1	0
FBW7 act	-0.1	0.0	-0.4	0.2	-0.1	0.1	0.0	0.0
MITF inh	4	17	3	17	11	4	7	-27

52	O=C(Nc1c(C(=O)N2CCCCC2)cnn1-c1ccccc1)c1cccs1
46	CCCCNC(=O)c1cnn2c(C)c(Cc3ccc(F)cc3)c(C)nc12
50	COC(=O)C1CN(C(=O)/C=C/c2ccccc2)c2ccccc2O1 (stereo not drawn)
44	COc1ccc(OC)c(NC(=O)COc2ccc(C(C)C)cc2)c1
48	S=C(NCCCn1ccnc1)Nc1ccc(Cl)cc1Cl
56	C=CCN1C(=O)C(Cc2ccccc2)NC1=S (stereo not drawn)
Screen / compound no.	52	46	50	44	48	56
GPR151 ag	1.4	8.3*	-0.1	0.1	-0.9	1.4
TEAD-YAP block	-4	-3	0	-1	4	-1
FBW7 act	0.1	0.1	0.1	0.1	-0.3	-0.2
MITF inh	-15	-4	8	-9	-5	7

# Next compounds follow.
61	Cc1ccc(C2=NS(=O)(=O)N(C)C(C(=O)N3CCCC3)=C2)cc1
62	COc1cccc(NS(=O)(=O)c2cc(C(=O)N3CCN(C)CC3)ccc2NCCc2ccc(Cl)cc2)c1
63	CCOc1ccccc1-n1c(C)cc(/C=C2\C(=N)N3C(C)=CSC3=NC2=O)c1C
64	CCOc1c(S(=O)(=O)N(CC)CC)ccc(Cl)c1Cl
65	CC(=O)c1cccc(Nc2cc(C)nc3ncnn23)c1
66	CCC(C)(C)NC(=O)C1CCN(S(=O)(=O)c2ccc(F)cc2)CC1
Screen / compound no.	61	62	63	64	65	66
GPR151 ag	4.3	-0.5	0.8	-1.1	0.0	0.0
TEAD-YAP block	-1	5	7	-13	11	0
FBW7 act	0.1	-0.1	0.7	0.5	0.0	-0.2
MITF inh	9	12	-2	13	6	1

67	Cc1c(C(=O)Nc2cccc(Cl)c2)oc2ccc(S(=O)(=O)N3CCOCC3)cc12
68	CCOC(=O)C1(Cc2ccc(Cl)cc2)CCN(C(=O)C2CCOC2)CC1 (stereo not drawn)
69	CCOC(=O)N1CCC(N(CCOC)C(=S)Nc2ccc(C)cc2C)CC1
70	COc1ccc2nc(/N=C/c3nc(-c4ccc(Cl)cc4)oc3O)sc2c1
71	CCOc1ccc(/C(O)=C2\C(=O)C(=O)N(c3nccs3)C2c2ccc(OC)c(OC)c2)cc1 (stereo not drawn)
Screen / compound no.	67	68	69	70	71
GPR151 ag	-0.3	3.2	0.4	1.0	-0.1
TEAD-YAP block	-2	-2	-6	7	9
FBW7 act	-0.2	-0.2	0.2	0.0	-0.5
MITF inh	3	-2	10	-4	7

# Assay outcomes: PubChem, The Scripps Research Institute Molecular Screening Center
